# Screening results as filed in PubChem.
# Dynein transport: blocks dynein driven cargo transport along microtubules; 3617.4 mouse cells, GR-EGFP nuclear translocation imaging; test concentration mostly 20 µM; stimulated with dexamethasone, 1 µM; stronger effect = lower value; z-score, hits read low; hit rate 0.47% among 220,000; AID 1381;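 active means plate z-score of nuclear minus cytoplasmic receptor signal below a set negative limit, without overly bright fluorescence or cell loss, cut at about -3.5 in these data, passing the limit was not always enough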;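 further: z-score of nuclear minus cytoplasmic ring GR-EGFP intensity difference per well; some compounds called inactive have numbers as strong as hits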
#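 Buffer or medium: Induction medium lacking tetracycline, stripped serum | Also added: Dexamethasone agonist, 1.0 µM final, for 30 min | Timing: 48 h induction, 1 h compound, 30 min dex at 37 °C | Detection: Formaldehyde fixation, Hoechst nuclear stain, 10x automated fluorescence imaging | Measure: Nuclear versus cytoplasmic GR-EGFP signal, averaged per well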
# KOR beta-arrestin-1: kappa opioid receptor activators – cell-based, luminescence, uHTS, primary screen (AID 1777); KOR beta-arrestin recruitment, luminescence; higher % means a stronger effect; activation, % at 10 µM; hits with a dose series show EC50 in µM; hit rate 0.02% among 280,000; in the data active means activation above about 50%, passing the limit was not always enough; further: a part of the inactive calls stands beside numbers as strong as those of hits
# GPR55 beta-arrestin: GPR55 agonists via beta-arrestin recruitment, primary screen, imaging, U2OS cells, beta-arrestin-GFP redistribution (AID 1961) | U2OS GPR55 beta-arrestin-GFP redistribution imaging; higher % means a stronger effect | activation, % at 10 µM, or EC50 in µM where a hit was titrated | hit rate 0.048% among 290,000;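 active means activation above 40% with more than 50 cells counted in the well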;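 further: U2OS osteosarcoma cells stably expressing GPR55 and beta-arrestin-GFP; plate controls were DMSO negative control for no effect and LPI positive control for full effect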
# M1AAP inhibition: P. falciparum M1AAP inhibitors, biochemical, fluorogenic H-Leu-NHMec substrate, 1536-well (AID 1445). recombinant M1AAP, H-Leu-NHMec fluorogenic kinetic assay; higher % means a stronger effect. inhibition, % at 30 µM; hits with a dose series show IC50 in µM. hit rate 0.42% among 220,000;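 active means primary inhibition above the hit cutoff, then over 50% inhibition at one or more dose response concentrations, cut at about 23% in these data, passing the limit was not always enough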;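 further: plate controls were DMSO full reaction for no effect and no enzyme background for full effect; strong numbers were not always called active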
# NOD1 NF-kB reporter: inhibition of NOD1-driven NF-kB reporter – cell-based, luminescence, uHTS, primary screen (AID 1578); NOD1-driven NF-kB luciferase reporter cells, luminescence; higher % means a stronger effect; inhibition, % at 4 µM; hits with a dose series show EC50 in µM; hit rate 1% among 290,000; in the data active means inhibition mostly above about 36%, no sharp cut-off; inactive means mostly below about 34%;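 further: HEK-293T reporter cells stimulated with the NOD1 agonist gamma-tri-DAP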
# KOR beta-arrestin-2: kappa opioid receptor blockers – cell-based, luminescence, uHTS (AID 1778); KOR beta-arrestin recruitment, luminescence, antagonist mode; higher % means a stronger effect; one-dose inhibition, % at 10 µM; IC50 in µM for titrated hits; hit rate 0.091% among 290,000; further: strong numbers were not always called active
# AID2073: inhibitors of Mint1-CaV2.2 protein interaction, biochemical, HTRF (AID 2073) | HTRF protein-protein interaction, Mint1-CaV2.2; higher % means a stronger effect | inhibition, % at 20 µM, or IC50 in µM where a hit was titrated | hit rate 0.19% among 290,000; in the data active means inhibition mostly above about 51%, no sharp cut-off; further: some results filed as inactive read as strong as hits
# NOD2 inhibition: inhibition of NOD2-driven NF-kB reporter – cell-based, luminescence, uHTS, HEK293 (AID 1566); HEK293 NOD2/NF-kB luciferase reporter, luminescence; higher % means a stronger effect; hit rate 0.63% among 290,000; inhibition, % at 4 µM; hits with a dose series show EC50 in µM; further: many of its hits are not listed in these tables
# P. falciparum M17LAP: P. falciparum M17LAP inhibitors, primary screen, biochemical, fluorogenic H-Leu-NHMec substrate, 1536-well (AID 1619) | hit rate 0.38% among 220,000 | recombinant M17LAP, H-Leu-NHMec fluorogenic kinetic assay; higher % means a stronger effect | inhibition, % at 30 µM, or IC50 in µM where a hit was titrated;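 active means compound inhibiting the enzyme by more than half at any dose during confirmatory dose-response retesting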;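 further: plate controls were full reaction with DMSO carrier for no effect and no enzyme background for full effect; strong numbers were not always called active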
# Dynein transport cytoplasmic EGFP: also measured in Dynein transport; calls as there; z-score; measured here: cytoplasmic GR-EGFP intensity; stronger effect = higher value
# Dynein transport nuclear GR-EGFP: further read-out of Dynein transport, marked with its call; z-score; measured here: nuclear GR-EGFP intensity;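 lower value marks the stronger effect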
# Dynein transport cell count: second read-out of Dynein transport, no call of its own (marks repeat the call); z-score; measured here: cell count per field
# Starred values were filed as active, the others as inactive; / = no result given; [ ] = dose if it differs, or a comment. Unless noted, no stated cut-off is given here; in the data, active means inhibition above about 50%; inactive means the rest. A portion of the library; count on the stated rates, not on these rows.
SMILES,Dynein transport,Dynein transport cytoplasmic EGFP,Dynein transport nuclear GR-EGFP,Dynein transport cell count,KOR beta-arrestin-1,GPR55 beta-arrestin,M1AAP inhibition,NOD1 NF-kB reporter,KOR beta-arrestin-2,AID2073,NOD2 inhibition,P. falciparum M17LAP
Cc1cc(C)nc(/N=C(\NC(=O)C(C)(C)C)Nc2ccccc2)n1,-0.452,-0.207,-0.305,0.273,1.3%,0.6%,2.0%,-4.9%,-11.8%,22.3%,21.9%,-3.1%
CC1(C(=O)NCc2cc(F)cc(C(F)(F)F)c2)C=CC2(CCCCC2)N1C(=O)c1ccccc1 (stereo not drawn),-0.77,-0.274,0.0212,0.841,2.3%,-0.1%,2.1%,-16.6%,11.4%,-9.4%,-12.4%,2.7%
Cc1cc(CN(C)C(=O)c2cc(COc3ccc(C)c(C)c3)on2)n[nH]1,/,/,/,/,9.3%,-0.2%,/,-20.3%,-17.1%,-3.8%,16.4%,/
Cc1ccc(C2=NS(=O)(=O)N(C)C(C(=O)NC3CCCC3)=C2)cc1,/,/,/,/,-3.3%,1.2%,/,4.8%,-16.8%[20 µM],-1.8%,20.1%,/
O=c1cnn(-c2ccccc2)c(-c2ccccc2)c1,-0.313,-0.392,-0.256,0.356,/,-0.5%,22.1%,-37.0%,-53.7%,1.6%,9.0%,2.9%
CC(=O)NCCC(=O)N1CCc2c([nH]c3ccccc23)C1c1cccc(C)c1 (stereo not drawn),-0.764,-0.32,-0.36,0.802,/,-0.1%,3.8%,-22.0%,-5.8%[20 µM],-0.1%,-21.1%,3.8%
Cc1cc(C)nc(SCc2ccc(C(=O)NN=C3CCCC3)cc2)n1,0.607,-0.198,0.56,-0.594,-3.1%,-0.6%,-0.8%,-7.7%,-10.2%,-2.0%,6.9%,7.4%
COC(=O)C(Cc1ccccc1)NC(=O)CSc1nc(C)cc(=O)[nH]1 (stereo not drawn),-0.727,0.658,-0.181,0.727,5.4%,-0.1%,4.3%,1.4%,-8.4%,-7.9%,-6.1%,5.7%
COc1ccc(N2CCN(C(=O)Cn3cnc4c3c(=O)n(C)c(=O)n4C)CC2)cc1,-0.409,-0.137,-0.274,0.924,/,-0.1%,5.4%,-25.0%,/,6.7%,-4.7%,3.8%
COc1ccc(-c2nnc(SCC(=O)NC3CCCCC3)o2)cc1,/,/,/,/,-0.1%,-0.2%,/,22.5%,3.4%,-4.4%,6.0%,/
CCC1=C(OC(=O)c2ccccc2)C(C)(C)C(c2ccccc2)OC1=O (stereo not drawn),0.964,-0.0805,0.45,-1.2,6.5%,-0.1%,6.3%,8.5%,27.7%,-4.0%,-2.4%,-4.4%
O=C(Nc1cccc([N+](=O)[O-])c1)Nn1cnnc1,/,/,/,/,-2.6%,0.4%,/,-15.5%,5.3%,-5.0%,25.5%,/
COc1ccc(-n2c(C)cc(C(=O)Cn3nc(C(=O)O)c4ccccc4c3=O)c2C)cc1,1.39,-0.0202,0.376,-1.03,1.6%,-0.2%,6.2%,15.5%,-10.4%,5.6%,14.0%,-0.2%
Cn1c2ccc(F)cc2c2nc3ccccc3nc21,/,/,/,/,-5.4%,-0.2%,/,-16.1%,2.9%,7.2%,-0.3%,/
Cc1[nH]c2ccccc2c1C(=O)COc1ccccc1,-0.309,-0.191,-0.184,0.383,/,-0.1%,-4.5%,-21.9%,-9.4%[20 µM],6.4%,-40.5%,-20.6%
Cc1ccc(-n2nc(C)c3c2OC(N)=C(C#N)C3c2ccc(C)o2)cc1 (stereo not drawn),-0.0424,-0.226,-0.289,0.293,3.6%,0.1%,6.2%,-26.8%,-31.8%,2.3%,6.0%,40.8%
CN(C)CC(C(=O)c1ccccc1)c1ccccc1 (stereo not drawn),-3.72*,2.16*,-2.16*,-0.385*,-3.0%,-0.2%,8.5%,90.6%,30.5%,7.6%,-19.6%,-3.7%
C=CC1=C(C(=O)O)N2C(=O)C(NC(=O)Cc3ccccc3)C2SC1 (stereo not drawn),-1.4,-0.136,-0.586,1.17,8.4%,-0.1%,6.8%,-13.1%,-16.1%,-9.4%,11.6%,50.4%
Cc1nn(-c2ccccn2)c2c1-c1nc(N3CCOCC3)ncc1CC2,-0.514,-0.22,-0.145,0.703,-5.6%,-0.2%,-3.3%,7.6%,-11.2%,-10.3%,-0.2%,-9.2%
CC(NC(=O)CCc1nnc(CCCc2ccccc2)o1)c1ccccc1 (stereo not drawn),0.255,0.0155,0.494,0.303,/,-0.2%,-3.5%,-57.2%,-15.8%[20 µM],1.3%,-58.9%,15.1%
Cc1ccsc1/C=N/n1c(C2CCCCC2)n[nH]c1=S,0.834,-0.184,1.08,-1.94,-1.5%,-0.1%,-2.7%,-5.0%,23.9%,-19.2%,4.8%,4.9%
O=C(CC1CCCCC1)OCn1nnc2ccccc2c1=O,0.0339,0.428,0.392,0.233,3.9%,-0.1%,5.5%,3.9%,-31.3%,-10.0%,6.8%,4.5%
CCN(CC)CCCNC(=O)c1cc2c(=O)[nH]c3ccc(C)cc3c2s1,/,/,/,/,-0.3%,-0.2%,/,-1.4%,-6.0%,17.9%,14.3%,/
CCOc1ccc(/C=N/NC(=O)c2c(C)n(C)c3ccc(OC)cc23)cc1,-0.817,-0.333,-0.7,1.31,8.6%,1.0%,6.0%,11.7%,-23.4%,-4.6%,0.5%,17.4%
Cc1cc(C(=O)COC(=O)c2ccc[nH]c2=O)c(C)n1-c1ccc(F)cc1,0.441,0.163,1.12,-1.77,1.7%,-0.2%,3.0%,-4.5%,-13.8%,0.6%,-12.8%,1.98µM*
O=C(N/N=C/c1cccnc1)c1ccc([N+](=O)[O-])cc1,-0.623,-0.307,-0.0832,0.682,2.4%,-0.1%,-0.7%,6.3%,-19.9%,16.1%,13.6%,-6.5%
COc1ccc(C)cc1NC(=O)CN1CCN(S(=O)(=O)c2ccc(C(C)C)cc2)CC1,-0.647,-0.21,0.175,0.0577,0.4%,0.3%,9.0%,-26.9%,8.0%,-4.3%,-61.4%,-17.9%
C#CCOCCOCCOCCNc1nc(N2CCN(C(=O)[C@H](C)n3cc(CCCN=C(N)N)nn3)CC2)nc(N2CCN(C(=O)[C@H](C)n3cc(CCCN=C(N)N)nn3)CC2)n1,0.493,-0.265,0.609,0.291,0.1%,-0.3%,3.0%,-37.6%,1.1%,28.5%,-2.5%,5.7%
O=C1NC2(CCCC2)C(=O)N1Cc1cc(=O)n2ccsc2n1,4.05,-0.038,1.88,-2.29,-1.2%,-0.2%,-4.5%,9.8%,-5.7%,26.4%,11.9%,-6.0%
COC(c1ccccc1)c1nnc(CCC(=O)N(C)Cc2cccc(-n3cccn3)c2)o1 (stereo not drawn),1.62,0.0828,0.785,-0.888,1.3%,-0.2%,-3.7%,-51.3%,0.2%,-4.4%,-49.5%,-2.4%
COc1ccc(C(=O)N/C(=C/c2cccnc2)C(=O)N2CCN(C)CC2)cc1OC,/,/,/,/,6.7%,-0.1%,/,19.8%,-24.0%,16.8%,15.8%,/
CN1CCOc2cc(S(=O)(=O)NCc3ccc(S(N)(=O)=O)cc3)ccc21,/,/,/,/,0.3%,0.2%,/,-13.7%,5.8%,3.9%,3.0%,/
N#Cc1cc(Oc2cccnc2)c(Oc2cccnc2)cc1C#N,0.168,-0.0378,0.491,-0.565,-6.5%,0.3%,3.5%,10.9%,-14.3%,24.3%,3.3%,9.2%
CCN(CC)CCCN(Cc1cc2cc(OC)ccc2[nH]c1=O)C(=O)Nc1ccc(F)cc1,0.366,-0.121,0.123,0.175,-9.3%,0.5%,16.0%,5.9%,25.1%,12.9%,12.3%,-28.8%
CN1CCCCc2c1nc1ccccc1c2N (tested in a mixture with another compound),-0.763,-0.176,-0.158,0.32,20.3%,-0.2%,-1.8%,-2.1%,-9.1%,1.9%,-7.3%,15.6%
CCOC(=O)Cc1csc(NC(=O)CSc2nnc(-c3ccc(OC)cc3)n2C)n1,-0.906,-0.235,-0.289,1.44,-2.4%,-0.2%,3.8%,8.6%,0.8%,-3.2%,22.3%,-10.6%
COC(=O)CN1CCN(C(=O)c2ccco2)CC1,/,/,/,/,-0.7%,0.0%,/,-37.6%,-8.0%,-7.0%,-1.0%,/
CCOc1ccccc1-n1cnc(C#N)c1N,0.262,-0.295,0.165,0.205,-1.9%,-0.1%,16.9%,32.7%,-8.6%,2.4%,19.0%,-1.2%
N/C(=N\OC(=O)CCCC(=O)O)c1ncc(C(F)(F)F)cc1Cl,-1.03,-0.279,-0.439,1.04,2.8%,-0.2%,0.1%,23.9%,-12.9%,4.3%,-8.4%,-2.5%
COC(=O)COc1nc(C)c(Br)c(OC)n1,0.245,-0.15,-0.078,0.117,-2.6%,-0.1%,0.3%,2.9%,-34.6%,-6.9%,3.2%,-6.2%
CC(C)C(=O)NNC(=O)CSc1nnnn1C(C)C,-0.0134,-0.0863,0.54,-0.135,/,0.1%,/,-24.2%,-0.3%[20 µM],9.9%,15.3%,/
Cc1cnc(NC(=O)Cc2cccs2)s1,1.2,-0.215,0.235,-0.461,7.5%,-0.3%,-12.3%,-20.6%,-14.0%,-10.2%,-12.5%,12.3%
O=C(NCCn1cc(SCC(=O)N2CCOCC2)c2ccccc21)c1ccccc1,0.253,-0.213,0.309,0.36,-2.5%,-0.3%,5.1%,0.4%,-18.6%,-6.6%,-3.7%,16.9%
CCOC(=O)C1CCCN(C(=O)Cc2c(C(=O)O)[nH]c3ccccc23)C1 (stereo not drawn),-0.621,-0.158,-0.324,1.03,2.0%,0.7%,-2.5%,-15.2%,12.0%,-2.9%,11.0%,20.7%
O=C(CNS(=O)(=O)c1cccc(Br)c1)NCC1CCCCC1,/,/,/,/,0.1%,-0.1%,/,-18.9%,-3.7%,9.6%,23.2%,/

# One compound at a time, as listed above. Screens in order: Dynein transport | Dynein transport cytoplasmic EGFP | Dynein transport nuclear GR-EGFP | Dynein transport cell count | KOR beta-arrestin-1 | GPR55 beta-arrestin | M1AAP inhibition | NOD1 NF-kB reporter | KOR beta-arrestin-2 | AID2073 | NOD2 inhibition | P. falciparum M17LAP
# COC(=O)COc1nc(C)c(Br)c(OC)n1 is entered as 0.245 | -0.15 | -0.078 | 0.117 | -2.6% | -0.1% | 0.3% | 2.9% | -34.6% | -6.9% | 3.2% | -6.2%
# CCOc1ccccc1-n1cnc(C#N)c1N is entered as 0.262 | -0.295 | 0.165 | 0.205 | -1.9% | -0.1% | 16.9% | 32.7% | -8.6% | 2.4% | 19.0% | -1.2%
